Assay outcomes deposited in PubChem by National Center for Advancing Translational Sciences (NCATS).
GAA glycogen mod – alters human alpha-glucosidase cleavage of glycogen | recombinant GAA, glycogen substrate, Amplex Red glucose oxidase fluorescence | 0.38% of 300,000 active | P10253 | Potency, µM (doses to about 76.4 µM), inactives show top-dose activity change, negative = inhibition, hits mostly inhibitors;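 further: 0% = full enzyme reaction and -100% = no-enzyme basal signal; the screen sought inhibitors and activators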
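Natural-substrate format: glycogen cleavage by 4 nM human enzyme, glucose read by Amplex Red coupling (Ex 573, Em 610 nm). Normalized to enzyme and no-enzyme controls.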
Tau FP inhib – tau fibrillization inhibition (FP); K18 P301L tau heparin fibrillization, Alexa594 FP, 6 h; Potency, µM (highest dose often 57.7 µM), without a hit: top-dose activity, negative = inhibition, actives largely listed as inhibitors; 0.39% of 280,000 active; AID 1468; further: on the % scale 0 is the no-effect control and ±100 the full control effect; nearly all actives have a fitted effect of over 55% in size
Target sequence (P10636 561-689 P618L limits assumed): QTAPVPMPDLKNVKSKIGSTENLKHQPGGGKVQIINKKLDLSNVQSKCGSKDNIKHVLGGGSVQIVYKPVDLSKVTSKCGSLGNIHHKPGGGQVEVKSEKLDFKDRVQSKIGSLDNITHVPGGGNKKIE
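Recombinant K18 P301L […], labeled with Alexa 594 at 0.24 uM over 15 uM unlabeled; heparin inducer 20 uM final; 37 C, 6 hr; FP endpoint.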
GAA inh – alpha-glucosidase (human) inhibition | 0.005% of 200,000 active | AID 1466 | P10253 | Potency, µM (doses to about 76.9 µM), inactives show top-dose activity change, negative = inhibition, actives largely listed as inhibitors | purified human GAA, 4-MU-alpha-glucoside fluorescence;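 further: plate controls were uninhibited enzyme wells for no effect and no-enzyme background for full effect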
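Enzyme (4 nM final) mixed with compound (up to 77 uM), then 4-MU-alpha-D-pyranoside (400 uM final) added; 20 min at room temperature, pH 5.0. Reaction stopped at pH 10, fluorescence read, AC50 derived by Hill fit.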
HTT cytoprotect – cytoprotection in Huntington HTT-Q103 PC12 cell model; PC12 HTT-Q103 induced, cytoprotection, ATP luminescence, 40 h; Potency, µM (highest dose often 56.4 µM), for inactives: cytoprotection (ATP increase), usual class: activators; 0.14% of 230,000 active; AID 1471;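 further: % of control where 0% means no effect; nearly all actives have a fitted effect of over 45% in size; toxic huntingtin expression switched on by the ecdysone agonist tebufenozide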
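Rat PC12, Q103 Htt exon1-GFP fusion, ecdysone promoter; tebufenozide inducer 100 nM final; compound titration; qHTS, 1500 cells/well; ATPlite luminescent read.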
GLA spleen mod – alpha-galactosidase A (human) modulation | 0.008% of 240,000 active | Potency, µM (titrated, usually from 80 µM), inactives show at the top dose activity change, negative = inhibition, actives largely listed as inhibitors | human spleen homogenate, 4MU-alpha-Gal fluorescence, 40 min | P06280 | AID 2107;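 further: 0% = enzyme with vehicle and -100% = no enzyme basal signal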
Target sequence (P06280 32-429 limits assumed): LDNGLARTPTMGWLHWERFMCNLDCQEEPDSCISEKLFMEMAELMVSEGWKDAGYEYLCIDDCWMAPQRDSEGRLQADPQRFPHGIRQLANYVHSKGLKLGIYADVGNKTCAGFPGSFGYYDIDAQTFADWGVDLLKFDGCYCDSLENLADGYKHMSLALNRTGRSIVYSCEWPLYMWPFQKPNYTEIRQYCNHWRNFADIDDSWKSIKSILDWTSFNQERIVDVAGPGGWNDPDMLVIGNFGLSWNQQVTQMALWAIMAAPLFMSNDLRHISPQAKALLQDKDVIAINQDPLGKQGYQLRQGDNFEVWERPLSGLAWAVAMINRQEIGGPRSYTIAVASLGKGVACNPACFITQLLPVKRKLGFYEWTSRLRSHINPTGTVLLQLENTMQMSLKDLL
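Spleen homogenate 1 ug + cpd (titration) + 4-MU-alpha-D-galactopyranoside 1 mM; 37C 40 min; 50 mM citrate/phosphate pH 5.0, 0.01% Tween-20; stop pH 10; fluorescence 365/440; AC50 via Hill.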
Tau fibril ThT – tau fibrillization inhibition (ThT binding). P10636. recombinant tau K18 P301L, heparin-induced fibrillization, ThT fluorescence. Potency, µM (titrated, usually from 57.4 µM), for inactives: top-dose activity, negative = inhibition, usual class: inhibitors. 2.1% of 270,000 active. AID 1460; further: on the % scale 0 is the no-effect control and ±100 the full control effect; nearly all actives have a fitted effect of over 55% in size
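Fibril formation assay: tau K18 P301L at 15 uM with trace Alexa 594 label, heparin inducer 20 uM, pH 7 sodium acetate buffer, 37 C for 6 hr; endpoint ThT signal.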
aGlu spleen mod – inhibits or activates alpha-glucosidase in human spleen homogenate. Potency, µM (highest dose often 79.9 µM), without a hit: top-dose activity change, negative = inhibition, usual class: inhibitors. AID 2112. human spleen homogenate, 4-MU-alpha-glucoside fluorescence. 0.006% of 240,000 active;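 further: 0% = enzyme with vehicle and -100% = no enzyme basal signal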
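Enzyme source: human spleen homogenate, 1 ug/well. Buffer 50 mM citric acid/K phosphate pH 5.0, 0.01% Tween-20. 4-MU-alpha-glucoside 1 mM; 37 C x 40 min; NaOH/glycine stop; fluorescence.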
Tau fluor cs – counter-screen for tau fibril formation inhibitors; 0.93% of 280,000 active; tau K18 P301L Alexa594 fluorescence, heparin fibrillization; Potency, µM (highest dose often 57.7 µM), without a hit: at the top dose activity change, negative = decrease; further: on the % scale 0 is the no-effect control and ±100 the full control effect; nearly all actives have a fitted effect of over 55% in size
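Human tau K18 P301L (15 uM unlabeled, 0.24 uM Alexa 594-labeled) in 100 mM sodium acetate pH 7 with 20 uM heparin, 6 hr at 37 C. ThT 30 uM added, 1 hr ambient; Alexa 594 FP and total fluorescence read at 555/632 nm.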
* = called active by the depositor; & = joins results of further samples; [ ] = dose if it differs, or a comment. The call rests on the fitted dose curve; in most records, active means well fitted curve in the direction sought with a large enough effect; inconclusive means small, poorly fitted or top-dose-only effect, or another doubt; inactive means no such curve, though single readings can be large; an effect the other way counts as inactive or inconclusive. Potency means the concentration at half of the fitted maximal effect.

Results for CCOc1ccc(C(=O)Nc2sc3c(c2C(=O)OC)CC(C)(C)NC3(C)C)cc1 ?
GAA glycogen mod: 15%; Tau FP inhib: -8%; HTT cytoprotect: -23%[10 µM]; GLA spleen mod: 3%; Tau fibril ThT: -4%; aGlu spleen mod: 0%; Tau fluor cs: -2%

What do the screens show for `CCN(CC)S(=O)(=O)c1ccc2[nH]cc(C(=O)NCCCN3CCCCC3C)c(=O)c2c1` (configuration not stated)?
GAA glycogen mod: 0%; Tau FP inhib: -4%; GAA inh: -5%; HTT cytoprotect: -2%; GLA spleen mod: 0%; Tau fibril ThT: -2%; aGlu spleen mod: -1%; Tau fluor cs: -7%

What do the screens show for `CCC(=O)c1ccc(OCC(O)Cn2cnc3ccccc32)cc1` (configuration not stated)?
GAA glycogen mod: -1%; Tau FP inhib: 0%; GAA inh: -9%; HTT cytoprotect: -19%; GLA spleen mod: -1%; Tau fibril ThT: inconclusive; aGlu spleen mod: -1%; Tau fluor cs: -15%

How did COc1cc(NC(=O)c2ccccc2NS(=O)(=O)c2ccc(Cl)s2)cc(OC)c1 do in these assays?
GAA glycogen mod: -4%; Tau FP inhib: -2%; GAA inh: -4%; HTT cytoprotect: -5%[0.074 µM]; GLA spleen mod: 0%; Tau fibril ThT: inconclusive; aGlu spleen mod: 3%; Tau fluor cs: -23%

What do the screens show for `CCC(C)(C)NC(=O)C(c1ccccn1)N(C(=O)c1csnn1)c1ccc(C)c(C)c1` (configuration not stated)?
GAA glycogen mod: -9%; Tau FP inhib: 5%; GAA inh: -11%; HTT cytoprotect: -18%; GLA spleen mod: 10%; Tau fibril ThT: -4%; aGlu spleen mod: -6%; Tau fluor cs: -6%

Results for COc1ccc(NC(=O)c2ccco2)cc1NC(=O)c1ccco1 ?
GAA glycogen mod: 10%; Tau FP inhib: 1%; GAA inh: 5%; HTT cytoprotect: 1%; GLA spleen mod: 3%; Tau fibril ThT: -11%; aGlu spleen mod: 2%; Tau fluor cs: -3%

Results for O=C1CSc2nc3ccccc3n21 ?
GAA glycogen mod: 0%; Tau FP inhib: 3%; GAA inh: 2%; HTT cytoprotect: -1%; GLA spleen mod: -6%; Tau fibril ThT: 2%; aGlu spleen mod: -6%; Tau fluor cs: 8%

How did COc1cc(S(=O)(=O)N(Cc2ccc(C)cc2)C2CCCCC2)ccc1-n1cnnn1 do in these assays?
GAA glycogen mod: -8%; Tau FP inhib: -7%; GAA inh: -2%; HTT cytoprotect: -8%; GLA spleen mod: 2%; Tau fibril ThT: -10%; aGlu spleen mod: -3%; Tau fluor cs: -18%

Results for COc1ccc2[nH]c3nc(SCc4nnc(-c5ccc(C)cc5)o4)nnc3c2c1 ?
GAA glycogen mod: 3%; Tau FP inhib: inconclusive; GAA inh: 3%; HTT cytoprotect: -30%[inhibitor][10 µM]; GLA spleen mod: 1%; Tau fibril ThT: -14%; aGlu spleen mod: -4%; Tau fluor cs: -30%

What do the screens show for `CCCCCC(=O)NN1C(=S)N(c2ccc(OC)cc2)C(=O)C1CC(=O)Nc1ccccc1` (configuration not stated)?
GAA glycogen mod: 3%; Tau FP inhib: -12%; HTT cytoprotect: 10%[10 µM]; GLA spleen mod: 0%; Tau fibril ThT: 9%; aGlu spleen mod: 2%; Tau fluor cs: 2%

Results for COCCN1C(=O)N[C@@H](CCc2ccccc2)[C@H](C(C)=O)[C@H]1C ?
GAA glycogen mod: -5%; Tau FP inhib: 3%[11.6 µM]; HTT cytoprotect: -4%&-3%[10 µM]; GLA spleen mod: 4%[17.5 µM]; Tau fibril ThT: 6%[11.5 µM]; aGlu spleen mod: 2%[17.4 µM]; Tau fluor cs: 10%[11.6 µM]

What do the screens show for `CCCS(=O)(=O)N1CCCC(C(=O)NCCN(C)Cc2ccccc2)C1` (configuration not stated)?
GAA glycogen mod: 9%; Tau FP inhib: -8%; GAA inh: 1%; HTT cytoprotect: 0%; GLA spleen mod: -3%; Tau fibril ThT: -4%; aGlu spleen mod: 2%; Tau fluor cs: -4%

How did COc1ccccc1NC(=S)N(CCN1CCCCCC1)Cc1cccs1 do in these assays?
GAA glycogen mod: -4%; Tau FP inhib: 9%; GAA inh: -7%; HTT cytoprotect: 41%; GLA spleen mod: 1%; Tau fibril ThT: -9%; aGlu spleen mod: 0%; Tau fluor cs: -8%

What do the screens show for `C/C(CCc1ccc2c(c1)OCO2)=N\N=C1\NC(=O)CC(C(=O)Nc2ccc(Cl)cc2)S1` (configuration not stated)?
GAA glycogen mod: -17%; Tau FP inhib: -16%; GAA inh: inconclusive; HTT cytoprotect: 9%; GLA spleen mod: -8%; Tau fibril ThT: 4%; aGlu spleen mod: 0%; Tau fluor cs: inconclusive

What do the screens show for `COc1cccc(-c2cc(C(=O)N3CCN(c4ccccc4OC)CC3)no2)c1`?
GAA glycogen mod: -5%; Tau FP inhib: 6%; Tau fibril ThT: inconclusive; Tau fluor cs: inconclusive

How did COc1ccc(/C(N)=N/OC(=O)c2ccc3c(c2)OCO3)cc1OC do in these assays?
GAA glycogen mod: -8%; Tau FP inhib: -6%; GAA inh: 7%; HTT cytoprotect: -72%[inhibitor]; GLA spleen mod: 6%; Tau fibril ThT: inconclusive; aGlu spleen mod: 0%; Tau fluor cs: -6%

How did O=C(NCc1ccncc1)C(=O)C1C(=O)Nc2ccccc21 (configuration not stated) do in these assays?
GAA glycogen mod: -6%; Tau FP inhib: -5%; GAA inh: 1%; HTT cytoprotect: -46%; GLA spleen mod: 4%; Tau fibril ThT: -3%; Tau fluor cs: -5%

How did CCCCCCNc1nc(-c2ccc(OC)cc2)c(CCC(=O)O)s1 do in these assays?
GAA glycogen mod: -28%; Tau FP inhib: -9%; GAA inh: inconclusive; HTT cytoprotect: 5%[10 µM]; GLA spleen mod: 1%; Tau fibril ThT: -16%; aGlu spleen mod: -2%; Tau fluor cs: -9%

Results for Cc1ccc(CS(=O)(=O)CCC(=O)NCc2cccs2)cc1 ?
GAA glycogen mod: 9%; Tau FP inhib: 3%; GAA inh: -3%; HTT cytoprotect: -3%; GLA spleen mod: -9%; Tau fibril ThT: 1%; aGlu spleen mod: -4%; Tau fluor cs: 0%

What do the screens show for `Cn1nnc2cc(C(=O)Nc3ccccc3)ccc21`?
GAA glycogen mod: 5%; Tau FP inhib: -2%; GAA inh: 0%; HTT cytoprotect: -56%[inhibitor]; GLA spleen mod: -3%; Tau fibril ThT: -3%; aGlu spleen mod: -2%; Tau fluor cs: 0%

How did Cc1ccccc1NC(=S)N(CCN1CCCCC1)Cc1ccco1 do in these assays?
GAA glycogen mod: -2%; Tau FP inhib: 7%; GAA inh: -1%; HTT cytoprotect: -28%; GLA spleen mod: 4%; Tau fibril ThT: -5%; aGlu spleen mod: -4%; Tau fluor cs: 1%

How did CC(Sc1nnc(-c2ccc(C(C)(C)C)cc2)n1C)C(N)=O (configuration not stated) do in these assays?
GAA glycogen mod: -5%; Tau FP inhib: 12%; GAA inh: 2%; HTT cytoprotect: 2%; GLA spleen mod: 1%; Tau fibril ThT: -4%; aGlu spleen mod: 1%; Tau fluor cs: -1%

Results for O=c1[nH]cc(COCc2ccccc2)c(=O)[nH]1 ?
GAA glycogen mod: 5%; Tau FP inhib: -4%; GAA inh: -2%; HTT cytoprotect: 0%; GLA spleen mod: 5%; Tau fibril ThT: -3%; aGlu spleen mod: 1%; Tau fluor cs: 0%

How did CSc1ccccc1NC(=O)c1cc(C(C)C)on1 do in these assays?
GAA glycogen mod: 5%; Tau FP inhib: -6%; GAA inh: -1%; HTT cytoprotect: 11%; GLA spleen mod: -6%; Tau fibril ThT: -17%; aGlu spleen mod: -21%; Tau fluor cs: -19%

Results for O=C(Oc1ccccc1N1C(=O)C2CCCCC2C1=O)c1ccccc1 (configuration not stated) ?
GAA glycogen mod: -2%; Tau FP inhib: 2%; GAA inh: 3%; HTT cytoprotect: -8%; GLA spleen mod: -1%; Tau fibril ThT: -12%; aGlu spleen mod: -3%; Tau fluor cs: -5%

Results for CCCCn1c(/N=C/c2ccc3c(c2)OCO3)nc2ccccc21 ?
GAA glycogen mod: -11%; Tau FP inhib: -14%; GAA inh: 2%; HTT cytoprotect: 0%[10 µM]; GLA spleen mod: -4%; Tau fibril ThT: -7%; aGlu spleen mod: -2%; Tau fluor cs: -9%

Reprinted at random: four records from the list
Results for O=c1[nH]cc(COCc2ccccc2)c(=O)[nH]1 ?
GAA glycogen mod: 5%; Tau FP inhib: -4%; GAA inh: -2%; HTT cytoprotect: 0%; GLA spleen mod: 5%; Tau fibril ThT: -3%; aGlu spleen mod: 1%; Tau fluor cs: 0%

Results for Cc1ccc(CS(=O)(=O)CCC(=O)NCc2cccs2)cc1 ?
GAA glycogen mod: 9%; Tau FP inhib: 3%; GAA inh: -3%; HTT cytoprotect: -3%; GLA spleen mod: -9%; Tau fibril ThT: 1%; aGlu spleen mod: -4%; Tau fluor cs: 0%

What do the screens show for `CCN(CC)S(=O)(=O)c1ccc2[nH]cc(C(=O)NCCCN3CCCCC3C)c(=O)c2c1` (configuration not stated)?
GAA glycogen mod: 0%; Tau FP inhib: -4%; GAA inh: -5%; HTT cytoprotect: -2%; GLA spleen mod: 0%; Tau fibril ThT: -2%; aGlu spleen mod: -1%; Tau fluor cs: -7%

What do the screens show for `CCC(=O)c1ccc(OCC(O)Cn2cnc3ccccc32)cc1` (configuration not stated)?
GAA glycogen mod: -1%; Tau FP inhib: 0%; GAA inh: -9%; HTT cytoprotect: -19%; GLA spleen mod: -1%; Tau fibril ThT: inconclusive; aGlu spleen mod: -1%; Tau fluor cs: -15%

Compounds as they come. About 3.3% of those tested had a hit in this group.
